From PubChem
Pol beta inh: DNA polymerase beta (human) inhibition | P06746 | Pol beta primer extension/strand displacement, fluorescence kinetic | Potency, µM (highest dose often 114 µM), for the others: at the top dose activity change, negative = inhibition, most hits filed as inhibitors | hit rate 1.3% among 340,000 | AID 485314; further: on the % scale 0 is the no-effect control and ±100 the full control effect
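10 nM enzyme + cpd, 15 min RT; start with substrate 50 nM final; read 0 min and after 10 min RT. Corrected, normalized data; 4-parameter Hill curve fit.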
G9a block: G9a (human) methyltransferase inhibition. G9a H3K9 monomethylation, AlphaScreen, 2 h. Potency, µM (doses to about 102 µM), for the others: at the highest dose activity, negative = inhibition, usual class: inhibitors. hit rate 8.8% among 350,000; further: on the % scale 0 is the no-effect control and ±100 the full control effect; nearly all actives have a fitted effect of over 75% in size
Target sequence (Q96KQ7 913-1193 limits assumed): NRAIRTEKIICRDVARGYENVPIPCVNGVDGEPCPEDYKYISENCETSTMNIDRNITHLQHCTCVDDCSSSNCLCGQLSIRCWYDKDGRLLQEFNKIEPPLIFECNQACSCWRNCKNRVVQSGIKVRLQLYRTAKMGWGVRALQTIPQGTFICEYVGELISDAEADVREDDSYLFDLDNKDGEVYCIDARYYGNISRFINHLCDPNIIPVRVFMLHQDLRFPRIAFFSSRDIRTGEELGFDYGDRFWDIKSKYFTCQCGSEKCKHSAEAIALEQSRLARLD
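Using a bead-based AlphaScreen, monomethylated H3K9 product from 2 h room-temperature reactions (G9a 20 nM, peptide 500 nM, SAM 20 uM) was detected with 0.5 ug/mL rabbit anti-H3K9me1 antibody.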
POLK inh: inhibitors of human DNA polymerase kappa; purified Pol kappa, fluorescent DNA synthesis assay, 10 min; hit rate 0.53% among 400,000; Potency, µM (doses to about 107 µM), for inactives: at the top dose activity, negative = inhibition, hits mostly inhibitors; Q9UBT6; AID 588579; further: on the % scale 0 is the no-effect control and ±100 the full control effect
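Fluorescent qHTS in 1536-well format: enzyme (10 nM) and compound sat 15 min at room temperature before 50 nM substrate (final) was added. Signal taken at 0 and 10 min; no-enzyme buffer wells were negative controls.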
APEX1 inh: inhibitors of human APE1 endonuclease; P27695; Potency, µM (top dose mostly 65.8 µM), without a hit: top-dose activity change, negative = inhibition, actives largely listed as inhibitors; recombinant APE1, TAMRA/BHQ-2 abasic DNA cleavage fluorescence; hit rate 0.35% among 350,000;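 further: plate controls were vehicle for no effect and reference inhibitor for full effect; nearly all actives have a fitted effect of over 55% in size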
Target sequence (P27695 whole entry, looked up): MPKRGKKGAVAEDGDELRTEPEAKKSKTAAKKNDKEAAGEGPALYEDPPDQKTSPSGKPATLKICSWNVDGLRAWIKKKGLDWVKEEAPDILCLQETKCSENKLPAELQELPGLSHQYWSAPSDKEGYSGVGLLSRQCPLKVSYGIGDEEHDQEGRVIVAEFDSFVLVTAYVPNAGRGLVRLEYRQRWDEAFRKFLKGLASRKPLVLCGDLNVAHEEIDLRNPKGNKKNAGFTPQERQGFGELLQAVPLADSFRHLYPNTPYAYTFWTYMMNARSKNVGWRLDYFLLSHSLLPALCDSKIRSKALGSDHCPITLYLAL
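Incision of a quenched TAMRA/BHQ-2 THF abasic-site duplex (50 nM) by 0.75 nM APE1, after 15 min compound preincubation, measured as fluorescence increase over three 60 s reads. Values normalized to buffer, DMSO and NSC13755 control wells.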
JMJD2A Tudor inh: blocks the human JMJD2A Tudor domain | hit rate 4.4% among 390,000 | O75164 | Potency, µM (titrated, usually from 114 µM), without a hit: at the highest dose activity change, negative = inhibition, most hits filed as inhibitors | AID 504339 | AlphaScreen JMJD2A-Tudor / H3K4me3 peptide binding; further: on the % scale 0 is the no-effect control and ±100 the full control effect; nearly all actives have a fitted effect of over 50% in size
POLH inh: DNA polymerase eta (human) inhibition. AID 588591. recombinant Pol eta, fluorescent DNA replication assay. Potency, µM (highest dose often 114 µM), without a hit: at the highest dose activity change, negative = inhibition, usual class: inhibitors. hit rate 1.2% among 390,000. Q9Y253; further: on the % scale 0 is the no-effect control and ±100 the full control effect
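Pol eta (10 nM) was preincubated with compounds for 15 min at room temperature, after which fluorescent replication substrate (50 nM final) was added to start the reaction. Fluorescence was read kinetically at 0 and 10 min.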
Pol iota inh: inhibitors of human DNA polymerase iota; hit rate 1% among 390,000; Pol iota fluorescent replication assay, 10 min; Q9UNA4; Potency, µM (doses to about 115 µM), for the others: at the highest dose activity, negative = inhibition, hits mostly inhibitors
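Pol iota at 10 nM preincubated 15 min with compounds at room temperature; reaction started with fluorescent substrate, 50 nM final. Fluorescence read kinetically at 0 and 10 min; buffer-only wells as negative control.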
BLM inh: Bloom syndrome helicase (human) inhibition; Potency, µM (titrated, usually from 56.1 µM), without a hit: at the highest dose activity change, negative = inhibition, usual class: inhibitors; hit rate 0.2% among 350,000; P54132; recombinant BLM DNA unwinding, fluorescence dequenching;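 further: plate controls were vehicle for no effect and no enzyme for full effect; nearly all actives have a fitted effect of over 35% in size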
BAZ2B inh: BAZ2B (human) inhibition | hit rate 4.4% among 360,000 | Q9UIF8 | AlphaScreen BAZ2B-H3K14Ac peptide displacement | Potency, µM (titrated, usually from 114 µM), without a hit: at the top dose activity change, negative = inhibition, most hits filed as inhibitors; further: on the % scale 0 is the no-effect control and ±100 the full control effect; nearly all actives have a fitted effect of over 60% in size
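In this displacement format the biotinylated H3(5-23) peptide acetylated at Lys14 serves as ligand at 50 nM, with BAZ2B at 50 nM in PBS pH 7.4 containing 0.01% Tween-20. Donor and acceptor beads are 10 ug/mL final.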
* = called active by the depositor; ? = inconclusive; · = no result given; & = joins results of further samples; [ ] = another dose, or the depositor's remark. The call rests on the fitted dose curve; in most records, active means well fitted curve in the direction sought with a large enough effect; inconclusive means small, poorly fitted or top-dose-only effect, or another doubt; inactive means no such curve, though single readings can be large; an effect the other way counts as inactive or inconclusive. Potency means the concentration at half of the fitted maximal effect. Some of the compounds tested; the hit share may differ from the screen's.

#1 COC(=O)c1sccc1NC(=O)Nc1ccc(F)cc1
#2 O=c1ccc2cc3c(-c4ccccc4)coc3cc2o1
#3 COC(=O)c1nnn(-c2cccc(C)c2)c1N
#4 CN(C)S(=O)(=O)c1cccc2c1C(=O)c1ccccc1C2=O
#5 Cc1c(C=Nc2ccc(S(=O)(=O)CCO)cc2)c(O)[nH]c(=O)c1C#N
#6 Cc1ccc2c(c1)N(C(C)C(=O)NCc1cccs1)C(=O)CO2 (stereo not given)
#7 CCOC(=O)C1(Cc2ccccc2)CCN(Cc2cnc(N3CCOCC3)s2)CC1
#8 O=C(CCN1CCCCC1)Nc1cccc(Br)c1
screen / no.	1	2	3	4	5	6	7	8
Pol beta inh	3%	23%	0%	1%	·	-10%	1%	-18%
G9a block	35%	-12%	4%[59 µM]	?	·	7%[59 µM]	-33%	·
POLK inh	0%	-7%	0%	-11%	-4%	9%	-2%	-6%
APEX1 inh	12%	-14%	·	-5%	·	5%	-4%	-2%
JMJD2A Tudor inh	8%	15%	0%	-5%	-10%	-10%	-19%	-4%
POLH inh	-15%	-8%	-16%	-9%	-9%	-9%	-5%	-9%
Pol iota inh	-7%	22%	19%	16%	40%[activator]	19%	85%[activator]	-11%
BLM inh	-5%	4%	-2%	-2%	·	1%	-3%	0%
BAZ2B inh	2%	9%	-16%	-37%	·	-11%	-20%	6%

Quoted from above, entries 2 to 8
#2 O=c1ccc2cc3c(-c4ccccc4)coc3cc2o1
#3 COC(=O)c1nnn(-c2cccc(C)c2)c1N
#4 CN(C)S(=O)(=O)c1cccc2c1C(=O)c1ccccc1C2=O
#5 Cc1c(C=Nc2ccc(S(=O)(=O)CCO)cc2)c(O)[nH]c(=O)c1C#N
#6 Cc1ccc2c(c1)N(C(C)C(=O)NCc1cccs1)C(=O)CO2 (stereo not given)
#7 CCOC(=O)C1(Cc2ccccc2)CCN(Cc2cnc(N3CCOCC3)s2)CC1
#8 O=C(CCN1CCCCC1)Nc1cccc(Br)c1
screen / no.	2	3	4	5	6	7	8
Pol beta inh	23%	0%	1%	·	-10%	1%	-18%
G9a block	-12%	4%[59 µM]	?	·	7%[59 µM]	-33%	·
POLK inh	-7%	0%	-11%	-4%	9%	-2%	-6%
APEX1 inh	-14%	·	-5%	·	5%	-4%	-2%
JMJD2A Tudor inh	15%	0%	-5%	-10%	-10%	-19%	-4%
POLH inh	-8%	-16%	-9%	-9%	-9%	-5%	-9%
Pol iota inh	22%	19%	16%	40%[activator]	19%	85%[activator]	-11%
BLM inh	4%	-2%	-2%	·	1%	-3%	0%
BAZ2B inh	9%	-16%	-37%	·	-11%	-20%	6%

(list continues)
#9 Cc1cc(C(=O)COC(=O)COc2ccc(C#N)cc2)c(C)n1C1CC1
#10 CCOC(=O)C(=N/O)/C(C)=N/NC(=O)C(=O)Nc1ccc(Cl)cc1
#11 Clc1ccc(Oc2nnnn2-c2ccccc2)cc1
#12 CCCC(=O)N1c2ccc(-c3csc(N)n3)cc2CC1C (stereo not given)
#13 COc1cc(OC)cc(C(=O)N[C@H](C(=O)OCC(=O)N2CCN(S(=O)(=O)c3ccc(C)cc3)CC2)C(C)C)c1
#14 CCOc1ccc(Cn2c(CNS(=O)(=O)c3cccs3)nc3cccnc32)cc1
#15 Cc1ccc(C2C(C(=O)c3cc4ccccc4o3)=C(O)C(=O)N2CCN(C)C)o1 (stereo not given)
#16 O=S(=O)(c1ccc(Cl)cc1)c1nnn2c1nc(NCc1ccc3c(c1)OCO3)c1sccc12
screen / no.	9	10	11	12	13	14	15	16
Pol beta inh	·	9%	2%	0%	·	0%	·	-10%
G9a block	-19%[0.501 µM]	9%	64%[activator]	71µM*	·	37%[activator][59 µM]	·	-28%[59 µM]
POLK inh	-5%	-10%	3%	2%	1%	-3%[60.1 µM]	-23%	0%
APEX1 inh	-22%	-6%	1%	2%	·	·	·	·
JMJD2A Tudor inh	-31%	-24%	35%[activator]	-22%	-17%	-9%	-5%[11.4 µM]	-11%
POLH inh	-9%	-10%	-6%	3%	-9%	-20%	-6%	-31%
Pol iota inh	91%[activator]	20%	5%	-6%	16%	1%	45%[activator]	50%[activator]
BLM inh	·	-7%	-2%	-13%	·	0%	·	-9%
BAZ2B inh	?	-30%	28%	-7%	·	5%	·	-13%

#17 Cc1nc(N2CCOCC2)nc2c1CCCC2
#18 Cc1cc(C)c(C(=O)/C=C/c2ccco2)c(=O)[nH]1
#19 O=C(CSc1nnc(-c2cccs2)n1Cc1ccco1)c1ccc2c(c1)OCO2
#20 Cc1ccc(CSc2nc3ccncc3[nH]2)cc1
#21 CC#CCCCC(=O)Nc1ccccc1C(=O)O
#22 CC1CCCCN1Cc1c(C#N)c2ccccc2n1C (stereo not given)
#23 O=C(NC1CCCc2ccccc21)c1ccc(S(=O)(=O)N2CCOCC2)cc1 (stereo not given)
#24 CCN(CC)C(=O)C1CCN(CC2CC=CCC2)CC1 (stereo not given)
screen / no.	17	18	19	20	21	22	23	24
Pol beta inh	4%	14µM*	2%	15%	15%	8%	13%	-25%
G9a block	0%[59 µM]	·	?	6%	19%[59 µM]	21%[59 µM]	1%	13µM*
POLK inh	-8%	?	-10%	0%	5%	-2%	-13%	-8%
APEX1 inh	0%	?	-6%	3%	-2%	2%	-3%	-4%
JMJD2A Tudor inh	2%	-22%	?	-12%	-23%	30%	-15%	6.3µM*
POLH inh	-8%	56µM*	?	-17%	?	-17%	-23%	6%
Pol iota inh	11%	?	?	18%	14%	-3%	7%	-16%
BLM inh	1%	4%	-16%	0%	0%	-2%	-2%	0%
BAZ2B inh	7%	?	-28%	11%	-34%	13%	·	56µM*

#25 COc1ccc(N2CCN(C(=O)c3nn(C)c4c3CS(=O)(=O)c3ccccc3-4)CC2)cc1
#26 Nc1nc(-c2cc(-c3ccccc3)no2)cs1
#27 O=C(NC(Cc1ccccc1)C(=O)O)/C(=C\c1ccco1)NC(=O)c1ccco1 (stereo not given)
#28 Cc1n[nH]c(=O)nc1NC(C)c1ccccc1 (stereo not given)
#29 CCC(NC(=O)c1ccc2nc(Cc3ccc(OC)cc3)oc2c1)c1ccncc1 (stereo not given)
#30 Cc1ccccc1NS(=O)(=O)c1ccc(NC(=O)c2nc3ncccn3n2)cc1
#31 CCc1ccccc1NC(=O)Cn1nnc(C(=O)NCc2ccccc2Cl)c1N
#32 Cn1c(SCC(=O)N/N=C/c2ccco2)nc2ccccc21
screen / no.	25	26	27	28	29	30	31	32
Pol beta inh	3%&8%	-10%	?	1%	16%	6%	71µM*	-13%
G9a block	2%	-4%	5%	-15%	11%	-10%	-8%[59 µM]	-3%
POLK inh	3%&-7%	2%	-19%	-12%	9%	2%	?	-1%
APEX1 inh	11%	20%	2%	5%	10%	-1%	·	-1%
JMJD2A Tudor inh	-31%&-4%	-7%	-22%	-7%	1%	-16%	-16%	-9%
POLH inh	-14%&-14%	-21%	-21%	4%	-15%	-1%	-15%	3%
Pol iota inh	16%&17%	24%	45%[activator]	27%	0%	19%	89µM*	25%
BLM inh	0%&2%	-7%	-2%	-5%	-4%	0%	-5%	-1%
BAZ2B inh	-16%&0%	9%	-25%	9%	-18%	8%	8%[57.1 µM]	-26%

#33 Cn1nccc1C(=O)OCC(=O)Nc1ccccc1
#34 O=C(NCc1ccc(F)cc1)c1cc2ccccc2o1
#35 Cc1ccc(C)c(S(=O)(=O)N2CCCC2CNC(=O)C(=O)NCc2ccccc2C)c1 (stereo not given)
#36 COc1ccc(NC(=O)Cc2nnc(SCC(=O)Nc3ccccc3)n2C)cc1
#37 CCOC(=O)c1ccc(NC(=O)c2nc(SC(C)C)ncc2Cl)cc1
#38 [2H]C(CCOS(N)(=O)=O)c1ccccc1 (stereo not given)
#39 O=C(CN1C(=O)C2CCCCC2C1=O)Nc1cccc([N+](=O)[O-])c1 (stereo not given)
#40 Cc1c(C(=O)c2ccccc2)c2ccccn2c1CCC#N
screen / no.	33	34	35	36	37	38	39	40
Pol beta inh	-1%	11%	·	-22%	-21%	-1%	·	-3%
G9a block	18%	79µM*	3%	4%	7%[59 µM]	?	?	?
POLK inh	0%	-1%	-8%	2%	-3%	10%	1%	-20%
APEX1 inh	10%	14%	1%	29%	·	-9%	-2%	-7%
JMJD2A Tudor inh	-1%	1%	-12%	-4%	-20%	-11%	-12%	-9%[11.4 µM]
POLH inh	-13%	-19%	-6%	-9%	-9%	-5%	-17%	-18%
Pol iota inh	14%	12%	-4%	41%[activator]	-5%	28%	?	-13%
BLM inh	-1%	2%	·	1%	-13%	0%	·	-4%
BAZ2B inh	-3%	-9%	2%	-1%	-2%	-7%	-2%	-37%

#41 CC(C)Cn1c(-c2csc3c2CCCC3)n[nH]c1=S
#42 O=C(O)/C=C/C(=O)Nc1cccc2cccnc12
#43 CC(C)NC(=O)CCS(=O)(=O)c1ccc(Br)s1
#44 Cc1ccc(CNC(=O)c2ccc(Cn3c(=O)c4ccccc4n(CC(=O)Nc4ccc(C)cc4)c3=O)cc2)cc1
#45 CC(=O)Nc1ccccc1NC(=O)c1cc(C)ccc1C
#46 CCN(CC)CCN1C(=O)c2ccccc2NC1c1ccccc1F (stereo not given)
#47 COc1cccc(C2C(C(=O)c3ccco3)=C(O)C(=O)N2CCN(C)C)c1OC (stereo not given)
#48 CN(CC(=O)Nc1ccccc1Br)C(=O)CN1CCN(c2ccccc2Cl)CC1
screen / no.	41	42	43	44	45	46	47	48
Pol beta inh	-10%	10%	14%	-3%	16%	-9%	33%	·
G9a block	8.9µM*	13%	-8%	-26%[59 µM]	20%	-9%[59 µM]	?	19%[59 µM]
POLK inh	-5%	1%&5%	-13%	-17%	-14%	-3%[60.1 µM]	-14%	-17%
APEX1 inh	-5%	49%[activator]	-9%	·	2%	22%	1%	14%
JMJD2A Tudor inh	79µM*	-8%&1%	-17%	-4%	-9%[11.4 µM]	-1%	-17%	-10%
POLH inh	-7%	-13%	-6%	-13%	-14%	5%	-10%	-8%
Pol iota inh	15%	-4%&18%	7%	30%[activator]	50%[activator]	16%	-14%	-6%
BLM inh	-9%	-5%	1%	-13%	-3%	-7%	2%	·
BAZ2B inh	?	-1%	?	?	-10%	-9%	5%	6%
